NCOA1 inh = inhibits human SRC1 coactivator; HEK293 GAL4-SRC1 luciferase reporter, luminescence; inhibition, % at 3.6 µM; 0.12% of 360,000 active; AID 588354;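 active means inhibition above the campaign mean plus 3 SD, with each screening campaign given its own cutoff, cut at about 60% in these data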;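 further: 0% = DMSO treated cells and 100% = gossypol at 36 µM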
Target sequence (Q15788 whole entry, looked up, the tested form may be a part): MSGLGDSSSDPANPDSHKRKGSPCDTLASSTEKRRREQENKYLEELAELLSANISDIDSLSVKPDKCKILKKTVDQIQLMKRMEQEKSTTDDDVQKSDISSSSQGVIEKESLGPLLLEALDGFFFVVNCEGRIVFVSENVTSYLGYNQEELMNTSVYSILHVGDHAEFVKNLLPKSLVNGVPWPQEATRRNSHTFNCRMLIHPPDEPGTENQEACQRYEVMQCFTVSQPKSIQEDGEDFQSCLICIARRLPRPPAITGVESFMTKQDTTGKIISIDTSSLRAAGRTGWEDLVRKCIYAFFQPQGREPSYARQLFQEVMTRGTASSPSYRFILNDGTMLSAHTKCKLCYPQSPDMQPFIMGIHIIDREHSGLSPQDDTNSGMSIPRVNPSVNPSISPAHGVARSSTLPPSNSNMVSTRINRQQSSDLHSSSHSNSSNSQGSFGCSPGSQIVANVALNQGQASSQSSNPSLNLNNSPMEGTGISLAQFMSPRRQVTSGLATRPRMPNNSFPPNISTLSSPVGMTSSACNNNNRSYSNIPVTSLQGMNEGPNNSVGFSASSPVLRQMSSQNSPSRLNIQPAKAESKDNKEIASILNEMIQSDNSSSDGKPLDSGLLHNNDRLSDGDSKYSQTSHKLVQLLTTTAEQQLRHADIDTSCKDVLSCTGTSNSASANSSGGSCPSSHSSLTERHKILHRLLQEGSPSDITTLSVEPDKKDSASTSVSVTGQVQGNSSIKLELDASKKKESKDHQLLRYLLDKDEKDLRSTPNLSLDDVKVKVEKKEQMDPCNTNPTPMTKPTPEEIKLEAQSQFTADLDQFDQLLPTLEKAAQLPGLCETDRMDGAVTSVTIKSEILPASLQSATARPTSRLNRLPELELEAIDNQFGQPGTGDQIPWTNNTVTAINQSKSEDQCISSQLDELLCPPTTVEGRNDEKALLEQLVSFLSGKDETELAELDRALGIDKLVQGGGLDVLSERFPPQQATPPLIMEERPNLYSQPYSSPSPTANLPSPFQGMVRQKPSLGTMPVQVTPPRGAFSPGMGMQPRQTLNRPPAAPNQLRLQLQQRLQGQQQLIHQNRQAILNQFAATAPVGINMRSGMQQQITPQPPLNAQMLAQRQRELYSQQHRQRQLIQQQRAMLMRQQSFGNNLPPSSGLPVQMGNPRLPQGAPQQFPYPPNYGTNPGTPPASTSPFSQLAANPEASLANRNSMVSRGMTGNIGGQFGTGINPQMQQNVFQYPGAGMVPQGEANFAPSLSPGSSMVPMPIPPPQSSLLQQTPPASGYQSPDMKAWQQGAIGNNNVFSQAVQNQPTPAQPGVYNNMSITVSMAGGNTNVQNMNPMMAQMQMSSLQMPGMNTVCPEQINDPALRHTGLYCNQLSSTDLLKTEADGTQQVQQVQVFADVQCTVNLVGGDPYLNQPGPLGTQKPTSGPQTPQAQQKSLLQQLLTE
TWEAK-Fn14 inh = blocks TWEAK-Fn14 interaction in a reporter cell assay; TWEAK-stimulated Fn14 reporter cells, luciferase luminescence, 8 h; inhibition, % at 10 µM; 2% of 360,000 active; AID 1159606; in the data active means inhibition above about 50%
NR5A2 inv ag = inverse agonists of human LRH-1 (NR5A2). O00482. HEK293T StAR-luciferase reporter, LRH-1 transfected, 24 h. inhibition, % at 3.6 µM. 0.13% of 360,000 active. AID 602396;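 active means inhibition above the mean inhibition of all tested compounds plus 3 SD, cut at about 73% in these data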;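 further: 0% = DMSO wells and 100% = reporter-only cells lacking LRH-1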
TROY signal inh = inhibitors of TROY-dependent NF-kB signaling; Q293 LMP1-TROYcd NF-kB luciferase reporter, 4 h; inhibition, % at 10 µM; 0.98% of 360,000 active;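 active means compounds whose plate-normalised and pattern-corrected inhibition of the luciferase reporter signal at the single screening dose is 50% or more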
CF NFkB inh = cystic fibrosis NF-kB activation inhibition | AID 588850 | 0.86% of 360,000 active | inhibition, % at 5 µM | KKLEB NF-kB-GFP reporter, PAF-induced, GFP fluorescence overnight;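 active means at least 50% inhibition at 5 µM, scaled per plate between neutral and stimulator controls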;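 further: PAF is a Pseudomonas aeruginosa culture filtrate used as stimulus; plate controls were PAF-stimulated DMSO wells for no effect and unstimulated DMSO wells for full effect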
TRAIL sens C8 = sensitizes caspase-8 expressing cells to TRAIL | NB7+C8 cells + TRAIL, ATPlite viability luminescence | inhibition (viability loss, TRAIL sensitization), % at 10 µM | 1% of 360,000 active | AID 624354;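 active means compounds causing at least 50% loss of cell viability in the single-dose screen, relative to plate controls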
NR2F2 inh = blocks human COUP-TFII nuclear receptor. HEK293T NGFI-A luciferase reporter, luminescence. inhibition, % at 8.6 µM. 0.7% of 370,000 active. AID 686940;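 active means inhibition above a per-plate cutoff, mean inhibition of test wells between control levels plus 3 SD, cut at about 38% in these data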;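 further: cells cotransfected with COUP-TFII expression vector driving the NGFI-A reporter; 0% = median of COUP-TF2 test wells and 100% = reporter-only cells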
KKLEB cytotox = CF airway cell cytotoxicity counter-screen; KKLEB CF airway cells viability, ATPlite luminescence, overnight; stronger effect = lower value; cells stimulated with P. aeruginosa culture filtrate; activity change (cytotoxicity), % at 5 µM; 0.36% of 360,000 active; AID 602141;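 active means corrected activity change at or below -50% at 5 µM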
LMP1 NFkB inh = inhibitors of Epstein-Barr LMP1-induced NF-kappaB reporter. LMP1-induced NF-kappaB luciferase reporter cells, luminescence. inhibition, % at 12.5 µM. 0.69% of 350,000 active. AID 504558; in the data active means inhibition above about 41%;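 further: 0% = neutral control wells and 100% = reference inhibitor control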
SRC3 inh = inhibits human SRC3 coactivator. 0.17% of 360,000 active. Q9Y6Q9. HEK293 GAL4-SRC3 luciferase reporter, luminescence. inhibition, % at 3.6 µM;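 active means inhibition above a per-campaign cutoff, the mean of all compounds plus 3 SD, cut at about 60% in these data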;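 further: 0% = DMSO-treated cells and 100% = gossypol-treated cells at 36 µM; higher means less SRC3-driven luciferase light from the GAL4 reporter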
NCOA2 inhibitor = inhibits human steroid receptor coactivator 2; Q15596; HEK293 GAL4-SRC2 luciferase reporter, luminescence; inhibition, % at 9 µM; 0.17% of 370,000 active; AID 651957;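 active means inhibition above the mean inhibition of all tested compounds plus 3 SD, set per campaign, cut at about 52% in these data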;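 further: 0% = DMSO treated cells and 100% = cells given Gossypol at 36 µM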
An asterisk follows results filed as active; nt = not tested or not shown. No enrichment for hits (roughly 4.2% active in at least one column).

Sample of the layout, nine compounds:
SMILES	NCOA1 inh	TWEAK-Fn14 inh	NR5A2 inv ag	TROY signal inh	CF NFkB inh	TRAIL sens C8	NR2F2 inh	KKLEB cytotox	LMP1 NFkB inh	SRC3 inh	NCOA2 inhibitor
C=CCOc1cccc(C2C(C(=O)c3ccc(C)o3)=C(O)C(=O)N2CCN(C)C)c1 (centres undefined)	7	16	-2	13	11	-4	-9	-4	-3	4	-26
Nc1nc(/C=C/c2ccc(F)cc2)nc(-c2ccccc2O)n1	3	9	-15	-15	-5	7	-1	8	-37	13	5
COc1cccc(CNC(=O)C2CCCN(S(=O)(=O)c3cnc[nH]3)C2)c1 (centres undefined)	-11	10	14	1	-8	-3	4	-9	-2	-3	-14
CCCCn1nnnc1C(c1cc2ccccc2o1)N1CCN(CCN(C)C)CC1 (centres undefined)	nt	-7	16	-7	nt	-4	-12	nt	nt	nt	-32
CCN(CCO)C(=O)C12CCC(C)(C(=O)C1)C2(C)C (centres undefined)	-1	1	3	0	4	13	14	6	-1	8	-6
COc1ccccc1CCNC(=O)Cn1ccc2cc(S(=O)(=O)N3CCCC3)ccc21	6	5	11	-4	10	-19	-15	2	nt	17	7
CCC(=O)OCC(=O)Nc1ncc(C(F)(F)F)cc1Cl	-8	-5	-16	6	-3	5	-6	4	0	3	-9
Cc1nnc(NC(=O)C2CCCN2C(=O)Nc2ccccc2)s1 (centres undefined)	-23	12	16	-4	13	3	4	-1	-5	-11	-26
O=C1CCCN1c1ccc(Br)cc1	6	7	-16	-4	8	-6	6	-7	2	-11	1

Results (from the top)
SMILES	NCOA1 inh	TWEAK-Fn14 inh	NR5A2 inv ag	TROY signal inh	CF NFkB inh	TRAIL sens C8	NR2F2 inh	KKLEB cytotox	LMP1 NFkB inh	SRC3 inh	NCOA2 inhibitor
C=CCOc1cccc(C2C(C(=O)c3ccc(C)o3)=C(O)C(=O)N2CCN(C)C)c1 (centres undefined)	7	16	-2	13	11	-4	-9	-4	-3	4	-26
Nc1nc(/C=C/c2ccc(F)cc2)nc(-c2ccccc2O)n1	3	9	-15	-15	-5	7	-1	8	-37	13	5
COc1cccc(CNC(=O)C2CCCN(S(=O)(=O)c3cnc[nH]3)C2)c1 (centres undefined)	-11	10	14	1	-8	-3	4	-9	-2	-3	-14
CCCCn1nnnc1C(c1cc2ccccc2o1)N1CCN(CCN(C)C)CC1 (centres undefined)	nt	-7	16	-7	nt	-4	-12	nt	nt	nt	-32
CCN(CCO)C(=O)C12CCC(C)(C(=O)C1)C2(C)C (centres undefined)	-1	1	3	0	4	13	14	6	-1	8	-6
COc1ccccc1CCNC(=O)Cn1ccc2cc(S(=O)(=O)N3CCCC3)ccc21	6	5	11	-4	10	-19	-15	2	nt	17	7
CCC(=O)OCC(=O)Nc1ncc(C(F)(F)F)cc1Cl	-8	-5	-16	6	-3	5	-6	4	0	3	-9
Cc1nnc(NC(=O)C2CCCN2C(=O)Nc2ccccc2)s1 (centres undefined)	-23	12	16	-4	13	3	4	-1	-5	-11	-26
O=C1CCCN1c1ccc(Br)cc1	6	7	-16	-4	8	-6	6	-7	2	-11	1
C/C(=N/NC(=O)CNC(=O)CCc1ccccc1)c1ccc(Cl)c(Cl)c1	10	-1	2	-10	4	-3	6	9	-8	25	-9
COc1cc([N+](=O)[O-])ccc1NC(=O)CN1CCc2cc(OC)c(OC)cc2C1	15	0	17	7	0	-2	6	2	20	9	2
CC1CCC(=O)N(CCOc2ccccc2)CC1 (centres undefined)	-44	-16	-26	-38	-6	1	-35	5	-14	-18	-50
COC(=O)Cn1c2ccccc2c2nc(=O)cc(C)n21	8	7	1	2	4	1	14	-6	6	13	-1
CC(OC(=O)c1ccc2c(=O)n3c(nc2c1)CCCCC3)C(=O)Nc1ccc(Cl)cn1 (centres undefined)	-11	12	-1	1	4	2	10	14	-49	2	9
CN(Cc1c(C(=O)N2CCCCCCC2)nc2ccc(Cl)cn12)C1CCOC1 (centres undefined)	-2	5	3	-10	-21	-5	-11	8	4	6	-2
COc1ccccc1CNc1cccc(C)n1	-18	-6	0	-1	3	5	-4	-9	0	-7	-5
CSc1nc(N2CCN(Cc3ccc4c(c3)OCO4)CC2)c2ccccc2n1	8	-17	21	7	-5	-7	nt	4	-6	-12	nt
CC(C)=CC(=O)Nc1nc2ccc([N+](=O)[O-])cc2s1	-24	14	-4	-29	37	-1	-25	-12	-28	-13	-1
O=C(CN1C(=O)C2CC=CCC2C1=O)Nc1nc2ccccc2[nH]1 (centres undefined)	7	0	3	-3	2	7	4	-5	0	15	-18
CCNC(=O)NC(=O)C(C)On1nnc2ccc(S(=O)(=O)N(CC)CC)cc21 (centres undefined)	16	11	9	11	2	6	-5	8	5	18	9
CC(C)(C)S(=O)(=O)N1C[C@@H]2C(=CC[C@H]3C(=O)N(c4ccccc4)C(=O)[C@@H]23)[C@@H]1CCO	-6	19	-18	-1	-3	-9	20	-1	-1	-1	4
Nc1ccc2nc(COc3ccccc3)[nH]c2c1	-3	0	-1	-15	12	3	-69	-4	3	-17	-48
COc1ccc(CC(=O)NCc2ccccc2)cc1S(=O)(=O)N1CCOCC1	1	-8	-1	-3	11	6	-10	3	-14	3	-8
Cc1ccc2nc(COC(=O)c3ccc(Cl)nc3)cc(=O)n2c1	-12	-7	-9	-6	1	21	7	-8	-2	-9	-7
Cc1[nH]c(=O)c(C(=O)/C=C/c2ccccc2F)c2c1CCCC2	62*	89*	65	50*	91*	3	27	-38	81*	87*	61*
c1coc(-c2ccc3nncn3c2)c1	5	20	10	-2	-10	-1	-5	15	nt	-22	-5
Cc1onc(-c2ccccc2)c1CNS(=O)(=O)c1ccccc1[N+](=O)[O-]	13	-9	6	9	17	-13	-9	3	0	13	-2
CC1CCCN(C(=O)/C(=C/c2ccco2)NC(=O)c2ccccc2)C1 (centres undefined)	-5	3	-11	2	0	-7	-6	3	4	-17	30
Cc1ccc(-c2nn3cnnc3c3ccccc23)cc1C	1	3	-1	-12	14	2	2	5	-5	-20	7
Cc1cc(C)cc(N2C(=O)CC(N3CCOCC3)C2=O)c1 (centres undefined)	3	0	-8	19	7	9	-8	14	3	4	7
Cc1cccc(NC(=O)CSc2nc(C3CC3)nc3ccccc23)c1	9	40	-3	-1	21	4	-21	-18	7	13	21
O=C(CN1C(=O)COc2ccccc21)NCCCN1CCc2ccccc2C1	-1	-5	-6	-3	-6	-10	-16	0	6	7	-32
CCCCN(CC)CCCNC(=O)c1ccc(CSc2nc3ccncc3[nH]2)cc1	3	0	8	-10	3	13	-4	-4	-14	19	-5
CCOC(=O)/C(C#N)=C\C=C1C=CN(C)C=C1	-92	-13	-81	-33	-8	10	-31	17	-24	-63	-67
COc1ccc2nc3cc(Cl)ccc3c(Nc3cc(CN4CCCC4)c(O)c(CN4CCCC4)c3)c2n1	7	28	-2	-77	30	79*	5	3	nt	2	-418
COc1ccc(NC(=O)Cn2c(-c3ccccc3)cn(-c3ccc(C)cc3)c2=O)cc1	-1	-21	3	-53	1	-5	-1	1	-4	3	-7
CC(C)(C)OC(=O)N1CCC[C@@H]1C(=O)N1CCC(C(=O)O)CC1	-3	-4	-4	12	5	-9	-3	-20	1	-5	-11
COc1ccc(C(=O)N/C(=C/c2ccco2)C(=O)N2CCCCCC2)cc1	-6	-3	-38	10	10	19	-7	0	-7	-9	-26
Cc1cc(C)nc(/N=C(\N)Nc2cccc([N+](=O)[O-])c2)n1	5	-7	1	-5	14	-5	19	-13	3	10	-2
CC(=O)Nc1ccc2sc(NC(=O)CN3CCOCC3)nc2c1	-16	-19	13	1	-2	-1	6	-6	-5	-8	-14
CC(C)(C)OC(=O)N1C(=O)[C@](OC(=O)c2ccccc2)(c2ccc(F)cc2)c2ccccc21	nt	13	-9	17	nt	7	13	nt	nt	nt	-3
CCn1c(SCC#N)nc2c(c1=O)C1(CCCC1)Cc1ccccc1-2	-11	6	16	18	2	9	-4	-20	-7	5	18
CC(=O)C1N=NCC1c1ccccc1 (centres undefined)	-20	6	-3	-2	-13	-12	5	29	3	-7	13
COCC(C)n1c(SCc2cc(C(=O)OC)c(C)o2)nc2ccccc2c1=O (centres undefined)	7	2	-7	3	20	12	12	-30	13	7	8
Cc1cccc(N(C)C(=O)C2CCCN2S(=O)(=O)c2cccc3nsnc23)c1 (centres undefined)	15	5	11	-2	3	-16	-7	-2	8	2	-23
O=C(N/N=C/c1ccccc1Cl)c1cccc(F)c1	-111	-8	-81	-22	13	6	-27	11	-12	-110	-30
CNS(=O)(=O)c1ccc(NC(=O)c2ccoc2C)cc1	-12	-42	-3	-33	7	-1	1	4	-7	-5	-37

Compound activity deposited in PubChem BioAssay by several laboratories.
